# Assay outcomes from PubChem.
# Avidin fluor: green autofluorescence of compounds with avidin beads – biophysical, 488/530 nm, flow cytometry, artefact control, profiling panel | compound fluorescence 488/530 nm; hits give high values | fluorescence (KMESF) at 10 µM | 0.38% of 220,000 active | AID 1775, 2009; in the data active means fluorescence above about 47; further: inactives centre near 10
# Bcl-B Bim block: inhibitors of Bim-Bcl-B binding, primary screen, biochemical, multiplexed, human Bcl-2 family | AID 951, 2007 | inhibition, % at 10 µM | bead-based flow cytometry, Bim peptide-Bcl-B binding | 0.073% of 190,000 active | Bcl-2-like protein 10 (Homo sapiens), Q9HD36;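 further: 0% = tracer peptide without compound and 100% = reference inhibitor peptide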
# Target sequence (Q9HD36 whole entry, looked up): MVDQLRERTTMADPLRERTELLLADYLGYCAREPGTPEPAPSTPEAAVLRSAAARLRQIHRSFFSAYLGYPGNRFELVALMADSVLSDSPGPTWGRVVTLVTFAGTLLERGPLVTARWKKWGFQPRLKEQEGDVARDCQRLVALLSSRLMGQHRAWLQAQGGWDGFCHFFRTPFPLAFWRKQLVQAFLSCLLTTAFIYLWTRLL
# ABCB1 inh: ABCB1 efflux pump inhibitors, primary screen, cell-based, multiplex, flow cytometry, ABCG2 counter-screen; ATP-dependent translocase ABCB1 (Homo sapiens), P08183; CCRF-Adr cells, JC-1 efflux; inhibition, % at 6.6 µM; 0.067% of 190,000 active; AID 1326, 2008; in the data active means inhibition above about 40%;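 further: 0% = vehicle and 100% = reference inhibitor; higher value means more JC-1 retained so stronger ABCB1 efflux block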
# Bim-Bcl-XL: inhibitors of Bim-Bcl-XL binding, primary screen, biochemical, multiplexed, bead flow cytometry, human Bcl-XL. Bcl-2-like protein 1 (Homo sapiens), Q07817. Bim peptide-Bcl-XL binding, fluorescence. inhibition, % at 10 µM. 0.04% of 190,000 active. AID 1007, 2008
# RGS7-Gao reg: RGS7-Galphao binding modulators, primary screen, biochemical, multiplexed bead flow cytometry. actives lie on both sides. binding response (% of control), % at 10 µM. 0.35% of 220,000 active. AID 1439, 2008; in the data active means binding response below about 49% or above about 150%; inconclusive means no clear call, values can overlap the other calls; inactive means in between;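 further: fluorescent Galphao held in activated GDP-AlF4 state binding bead-coupled RGS7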
# Bim-Bfl-1: inhibitors of Bim binding to Bfl-1, primary screen, biochemical, multiplexed, bead-based flow cytometry. Bcl-2-related protein A1 (Homo sapiens), Q16548. Bim-Bfl-1 binding inhibition. 0.12% of 190,000 active. inhibition, % at 10 µM;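 further: 0% = wells without compound plus tracer and 100% = blocker peptide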
# ABCG2 block: ABCG2 efflux pump inhibitors, primary screen, multiplex with ABCB1, IgMXP3 cells, flow cytometry; AID 1325, 2008; 0.1% of 190,000 active; inhibition, % at 6.6 µM; Broad substrate specificity ATP-binding cassette transporter ABCG2 (Homo sapiens), Q9UNQ0; JC-1 efflux;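 active means inhibition above 80%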;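 further: 0% = DMSO and 100% = nicardipine control wells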
# Target sequence (Q9UNQ0 whole entry, looked up): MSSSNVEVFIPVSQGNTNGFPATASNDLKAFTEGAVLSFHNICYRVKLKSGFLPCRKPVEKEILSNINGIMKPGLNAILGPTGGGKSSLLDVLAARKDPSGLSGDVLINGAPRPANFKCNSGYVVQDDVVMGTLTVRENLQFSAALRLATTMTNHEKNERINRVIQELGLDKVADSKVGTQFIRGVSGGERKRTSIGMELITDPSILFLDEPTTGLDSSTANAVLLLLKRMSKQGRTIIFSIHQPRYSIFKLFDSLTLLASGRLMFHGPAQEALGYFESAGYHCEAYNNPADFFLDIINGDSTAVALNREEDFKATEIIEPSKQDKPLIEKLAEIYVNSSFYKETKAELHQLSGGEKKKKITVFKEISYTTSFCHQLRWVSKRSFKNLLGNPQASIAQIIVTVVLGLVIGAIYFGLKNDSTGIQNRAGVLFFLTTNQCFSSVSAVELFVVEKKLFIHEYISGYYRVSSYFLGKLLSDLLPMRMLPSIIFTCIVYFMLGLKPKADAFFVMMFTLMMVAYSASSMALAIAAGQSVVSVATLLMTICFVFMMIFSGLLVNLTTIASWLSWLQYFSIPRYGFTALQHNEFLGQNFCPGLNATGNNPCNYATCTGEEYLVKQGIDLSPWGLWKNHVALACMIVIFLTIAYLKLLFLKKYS
#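 test system = two drug-resistant human cell lines, ABCG2 and ABCB1 | amount = 3 million cells/mL final, two lines in 1:1 ratio | reagent = JC-1 transporter substrate | doses = one concentration, 6.6 µM final | incubation = 10 min at 25 °C | signal = flow cytometric JC-1 green MFI at 530 nm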
# GSH fluor: compound fluorescence on glutathione beads, profiling panel, artefact control, biophysical, 488/530 nm, flow cytometry | GSH beads flow cytometry, compound fluorescence 488/530 nm; hits give high values | fluorescence (KMESF) at 10 µM | 0.25% of 190,000 active | AID 1776, 2009; in the data active means fluorescence above about 89;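 further: glutathione beads carrying GST-tagged Bcl family fusion proteins plus one bare bead set; values are compound well signal with DMSO vehicle wells as background; inactives centre near 16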
# RGS4-Gao reg: modulators of RGS4 binding to Galphao, primary screen, biochemical, multiplexed bead flow cytometry. AID 1415, 2008. actives lie on both sides. binding response (% of control), % at 10 µM. 0.33% of 220,000 active; in the data active means binding response below about 49% or above about 150%; inactive means in between;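 further: fluorescent Galphao activated with aluminum fluoride binding bead-coupled RGS4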
# Bcl-2 Bim block: inhibitors of Bim-Bcl-2 binding, primary screen, biochemical, multiplexed, human Bcl-2 family; Apoptosis regulator Bcl-2 (Homo sapiens), P10415; Bead-based flow cytometry, Bim peptide-Bcl-2 binding; inhibition, % at 10 µM; 0.06% of 190,000 active; in the data active means inhibition above about 40%; inconclusive means no clear call, values can overlap the other calls;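 further: 0% = no compound wells with probe peptide and 100% = reference peptide inhibitor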
# Bcl-W Bim block: inhibitors of Bim binding to Bcl-W, primary screen, biochemical, multiplexed, bead-based flow cytometry | Bim peptide-Bcl-W binding | inhibition, % at 10 µM | 0.02% of 190,000 active | AID 952, 2007;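 further: 0% = bound tracer without compound and 100% = peptide blocker; higher means less fluorescent Bim peptide bound to Bcl-W beads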
# Target sequence (Q92843 whole entry, looked up): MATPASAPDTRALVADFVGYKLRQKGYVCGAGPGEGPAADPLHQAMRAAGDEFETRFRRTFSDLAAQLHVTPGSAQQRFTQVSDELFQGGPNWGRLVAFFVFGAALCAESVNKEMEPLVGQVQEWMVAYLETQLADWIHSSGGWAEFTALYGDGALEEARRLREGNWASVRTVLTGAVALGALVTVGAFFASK
# Numbers without * were called inactive; ? = inconclusive; · = no result given. Unless noted, no stated cut-off is given here; in the data, active means inhibition above about 40%.
# Preview (four entries):
SMILES,Avidin fluor,Bcl-B Bim block,ABCB1 inh,Bim-Bcl-XL,RGS7-Gao reg,Bim-Bfl-1,ABCG2 block,GSH fluor,RGS4-Gao reg,Bcl-2 Bim block,Bcl-W Bim block
Cc1nc(N2CCCCC2)sc1C(=O)c1ccc(SCCO)c([N+](=O)[O-])c1,6,-3,4.0,-2,101,-6,52,16,98,-7,-3
COc1ccc(Nc2ccc(S(=O)(=O)N3CCCCC3)cc2[N+](=O)[O-])cc1Cl,6,-5,1.5,-6,108,0,16,12,102,-3,-5
O=S1(=O)NC(=NCc2ccccc2)c2ccccc21,32,-2,0.2,-1,107,-9,1,25,103,-2,2
CC1(C)NC(=O)N(CC(O)Cn2nnc3ccccc32)C1=O (stereo not given),11,-8,0.9,-7,97,-16,4,37,99,-9,0

# The listing, repeating the preview:
SMILES,Avidin fluor,Bcl-B Bim block,ABCB1 inh,Bim-Bcl-XL,RGS7-Gao reg,Bim-Bfl-1,ABCG2 block,GSH fluor,RGS4-Gao reg,Bcl-2 Bim block,Bcl-W Bim block
Cc1nc(N2CCCCC2)sc1C(=O)c1ccc(SCCO)c([N+](=O)[O-])c1,6,-3,4.0,-2,101,-6,52,16,98,-7,-3
COc1ccc(Nc2ccc(S(=O)(=O)N3CCCCC3)cc2[N+](=O)[O-])cc1Cl,6,-5,1.5,-6,108,0,16,12,102,-3,-5
O=S1(=O)NC(=NCc2ccccc2)c2ccccc21,32,-2,0.2,-1,107,-9,1,25,103,-2,2
CC1(C)NC(=O)N(CC(O)Cn2nnc3ccccc32)C1=O (stereo not given),11,-8,0.9,-7,97,-16,4,37,99,-9,0
CCOc1cc(/C=C(\C#N)C(=O)NCc2cccnc2)ccc1O,9,-2,0.2,-6,104,-2,7,11,103,0,0
CCCCn1c(=O)c(CC(C)=O)nc2ccccc21,4,-4,0.1,-8,102,1,0,12,105,-3,-3
O=C(c1ccco1)N1CCN(C(c2ccc(F)cc2)c2nnnn2Cc2cccs2)CC1 (stereo not given),7,-4,1.9,-4,101,-6,3,260*,107,-3,3
Cc1oc(-c2ccccc2Cl)nc1CN1CCCCC1c1cccnc1 (stereo not given),12,-7,1.4,-2,100,-7,4,14,101,-5,-2
CCCCOC(=O)c1ccc(NC(=O)COC(=O)CSc2nc(C)cc(C)n2)cc1,15,-6,1.6,-3,99,0,23,4,102,0,-2
Cc1cccc(NC(=O)/C(C#N)=C\c2ccc(C(=O)O)cc2)c1,22,1,0.2,-1,114,-1,0,10,102,0,-1
CCn1cc(C2=NCC(C)O2)c2ccccc21 (stereo not given),12,-7,0.9,-7,102,-12,3,28,101,-7,0
COC(=O)c1[nH]c2cccc(Cl)c2c1NC(=O)CN(C)C1CCCCC1,10,-4,0.7,-10,104,-8,2,41,105,-5,4
CC1CCCCN1C(=O)CSc1nnc(-c2c[nH]c3ccccc23)o1 (stereo not given),22,-11,1.6,-13,99,-4,5,14,102,-8,-6
NC(=O)C1(N2CCCCC2)CCN(C(=S)Nc2ccccc2)CC1,14,-4,-0.4,-5,94,-3,-2,7,93,0,-1
O=S(=O)(c1ccc2ccccc2c1)N(CC(O)COCc1ccco1)c1ccccc1 (stereo not given),26,2,0.8,0,102,0,3,16,106,0,0
COC(=O)/C=C1\S/C(=N/NC(=O)c2ccccc2)NC1=O,9,-8,0.0,-4,95,-12,2,12,99,-9,1
CN(NC(=O)CN1C(=O)c2ccccc2C1=O)C1=NS(=O)(=O)c2ccccc21,25,-5,-0.1,-8,107,-2,-1,9,103,-4,-6
O=C(NCCSc1ccc(Br)cc1)c1ccccc1,12,0,-0.3,1,?,-4,0,10,102,-4,2
CCC(C)NS(=O)(=O)c1ccc(NS(C)(=O)=O)cc1 (stereo not given),11,-9,0.3,0,102,-13,-1,30,103,-6,-1
Cc1ccc(C2C(C(=O)O)c3ccccc3C(=O)N2C)o1 (stereo not given),6,-6,0.1,-10,95,-13,0,58,98,-8,2
O=C1C2C3c4ccccc4C(c4ccccc43)C2C(=O)N1c1cccnc1 (stereo not given),7,-2,0.3,-3,86,2,2,11,88,3,0
O=C(Nc1ccn(Cc2ccc(Cl)cc2)n1)c1ccc2c(c1)OCO2,10,-1,0.9,-1,99,1,6,10,102,-2,0
CCOC(=O)CN(C(=O)CNC(=O)c1cccs1)C(C(=O)NC1CCCC1)c1cccnc1 (stereo not given),32,-4,0.6,-5,101,-12,3,25,104,-5,-1
Cc1c(Cl)c([N+](=O)[O-])nn1CCCC(=O)Nc1sc2c(c1C(N)=O)CCC(C)C2 (stereo not given),6,0,14,0,101,2,37,22,87,3,0
COc1ccc(-n2c(=O)[nH]c3cc(C(=O)NCCc4ccc(Cl)cc4)ccc3c2=O)cc1OC,12,-3,0.8,-1,?,-3,15,18,102,-2,-4

# Following part:
SMILES,Avidin fluor,Bcl-B Bim block,ABCB1 inh,Bim-Bcl-XL,RGS7-Gao reg,Bim-Bfl-1,ABCG2 block,GSH fluor,RGS4-Gao reg,Bcl-2 Bim block,Bcl-W Bim block
Cc1ccc(C(=O)COC(=O)c2cc(Cl)nc3ccccc23)cc1C,5,2,0.9,2,118,4,5,55,130,4,1
Cc1ccc(-c2nc3cc(C)ccc3o2)cc1,11,1,1.5,-1,103,0,1,16,101,-3,0
CC(C)(C)Cc1nnc(NC(=O)c2ccc([N+](=O)[O-])cc2)s1,16,-11,1.0,-6,101,-13,17,15,81,-7,-4
COc1ccc(-c2nnn(CC(=O)NCCc3ccc(OC)c(OC)c3)n2)cc1,10,-1,-0.1,-1,97,-4,0,9,103,-3,-2
S=c1[nH]nc(-c2ccco2)n1/N=C/c1ccc(Br)s1,7,-11,-0.4,2,107,2,-1,8,96,-2,4
O=C(Cc1ccccc1)Nc1ccccc1C(=O)Nc1ccc(C(=O)O)cc1,22,-5,0.2,-2,125,-9,0,15,127,-1,-2
O=C(CC1C(=O)NCCN1Cc1ccc(-c2ccccc2)cc1)NCCOc1cccnc1 (stereo not given),12,-4,0.4,0,102,-3,1,14,101,-2,-3
CC(=O)Nc1ccc(S(=O)(=O)N2CCN=C2SCc2cccnc2)cc1,13,-4,0.5,-2,97,-4,3,10,103,-3,0
C=CCOC(=O)C1=C[C@@H](c2ccccc2)[C@H](CCCO)[C@@H](OCC)O1,5,1,0.6,0,108,-3,5,16,103,-1,0
CC(NC(=O)Cn1nnc(-c2ccncc2)n1)c1ccccc1 (stereo not given),8,-2,-0.2,-4,104,0,0,15,101,0,0
Cc1cc(C)nc(N/N=C/c2cc3c(cc2[N+](=O)[O-])OCO3)n1,11,-7,0.3,-4,102,-8,1,16,103,-5,-3
CCOC(=O)C1(Cc2ccccc2C)CCCN(C(=O)c2ccccn2)C1 (stereo not given),10,-4,0.3,-3,100,-9,1,9,104,-3,-1
CC1CN(C(=O)c2ccccc2Oc2ccccc2)CC(C)O1 (stereo not given),11,-2,0.3,-3,99,-7,3,9,101,-7,0
COCCOc1cc(-n2ccnc2SC)c(Cl)cc1Cl,6,-8,0.6,3,97,-9,1,46,100,-6,0
Cc1ccc(C(=O)Nc2nnc(C3CCCCC3)s2)o1,14,-4,0.9,-10,103,0,4,23,101,4,0
Clc1ccccc1-c1nnc2sc(-c3ccc4c(c3)OCO4)nn12,17,-26,-0.7,-5,112,9,-3,24,89,-2,-6
COc1ccccc1C1=NOC(COC(=O)c2ccc3ccccc3n2)C1 (stereo not given),14,0,1.9,-2,99,-1,8,64,101,-3,-2
O=C(COC(=O)c1cc[n+]([O-])cc1)NCC12CC3CC(CC(C3)C1)C2,11,-3,0.0,-4,96,-1,1,26,101,0,-5
Cc1ccc(C(=O)n2cnnc2N)cc1,6,0,0.3,0,103,1,2,26,105,-3,0
COc1ccc(/C=C2\SC(N3CCc4ccccc4C3)=NC2=O)cc1OC,5,11,1.9,33,102,33,7,8,100,29,20
CCNC(=O)CC1S/C(=N/N=C(\C)c2ccccc2)NC1=O (stereo not given),11,1,0.8,-1,?,-4,3,11,101,-4,0
CCOC(=O)c1c(NC(=S)NC(C)=O)sc(C)c1C,8,-10,-0.4,-1,105,-9,-1,17,102,-8,2
NC(=O)C1CCN(C(=O)CSc2ccsc2[N+](=O)[O-])CC1,12,0,0.3,3,94,-5,0,13,99,-3,2
CCOCCCNC(=O)c1cc(C)nn1-c1ccccc1,7,0,0.5,-3,100,-8,1,12,101,-7,2
CCCNC(=O)N1CCCC(C(N)=O)C1 (stereo not given),26,-4,0.0,-3,100,-11,0,8,93,-5,0

# The listing continues.
SMILES,Avidin fluor,Bcl-B Bim block,ABCB1 inh,Bim-Bcl-XL,RGS7-Gao reg,Bim-Bfl-1,ABCG2 block,GSH fluor,RGS4-Gao reg,Bcl-2 Bim block,Bcl-W Bim block
Cc1nonc1NC(=O)OCCN1CCOC1=O,10,0,-0.1,0,100,-2,0,6,98,-3,0
CC(=O)c1c(C)n(C)c2ccc(O)cc12,18,3,-0.6,0,97,10,7,22,98,3,-5
COc1ccc(C(=O)NC(C)c2ccccc2)cc1Br (stereo not given),15,-3,0.2,0,?,-3,7,15,104,-2,0
CCOC(=O)C(=O)c1c(C)cc2ccccn12,11,-3,3.9,0,?,-5,19,14,105,-3,1
O=C(Nc1c(C(=O)c2ccccc2)oc2ccccc12)c1cc(-c2ccccc2O)n[nH]1,13,-8,-0.5,-6,111,-12,-4,16,108,-7,-4
COC(=O)CCC(=O)Nc1ccc(NC(=O)CCC(=O)OC)cc1,8,-3,-5.2,-1,95,-5,-7,11,98,-5,4
COc1ccc(/C=C/C(=O)OCC(=O)NCCC2=CCCCC2)cc1OC,5,-4,0.2,-4,94,-3,4,20,97,-7,-1
C/C(=C\c1ccccc1)C(=O)N1CCN(c2cccc(C(F)(F)F)c2)CC1,16,-3,·,-6,103,-5,6,9,103,-4,-1
CC1CCN(CC(=O)Nc2cccc(C(=O)Nc3cccc(C(F)(F)F)c3)c2)CC1,17,-3,·,-4,100,0,9,9,100,-1,-5
CCN1C(=O)/C(=C\c2ccc(-c3ccc([N+](=O)[O-])cc3OC)o2)SC1=Nc1cccc(C(=O)O)c1,13,4,-0.9,-5,?,1,-1,15,101,0,0
O=C(Cc1ccccc1Cl)Nc1cccnc1,12,0,0.0,-2,104,-3,0,22,102,0,0
COc1ccc(OC)c(NC(=O)c2cc(-c3cc(Cl)ccc3O)n[nH]2)c1,12,-9,-0.8,-7,95,-19,-3,27,96,-11,-3
Cc1cc(C)nc(SCC(=O)n2c3c(c4ccccc42)CCCC3)n1,12,-5,1.1,-4,102,-8,19,12,102,-6,-1
CC(Sc1nnc(COc2ccc(Cl)cc2)n1Cc1ccccc1)C(=O)O (stereo not given),9,-2,-0.1,-2,95,-4,0,18,95,-3,-1
